Screens deposited in PubChem by Small Molecule Screening Facility, UW Madison.
SSB-PriA inh = K. pneumoniae PriA-SSBct interaction inhibition | AlphaScreen SSBct-PriA binding, biotinylated peptide | inhibition, % at 33 µM | 430,000 tested, 0.6% active | AID 1272365; in the data active = inhibition mostly above about 37%, no sharp cut-off; inactive = mostly below about 20%;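 note: plate controls were negative control peptide for no effect and reference peptide for full effect; strong numbers were not always called active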
* = called active by the depositor; & = joins results of further samples. The list is partial, so the mix of outcomes need not match the whole.

SMILES	SSB-PriA inh
Cc1noc(C2CN(CC(=O)Nc3nnc(C)s3)C2)n1	-4
CC(Cn1nc([N+](=O)[O-])cc1C)=NNC(=O)COc1c(Cl)cc(Cl)cc1Cl	-16
CC(C)(C)C(=O)Nc1ccc(C(=O)NN=Cc2ccccc2OC(=O)c2ccc(Cl)cc2Cl)cc1	-9
O=C(NCCS(=O)(=O)N1CCN(c2ncccn2)CC1)c1ccco1	-1
CCOC(=O)CSC1=C(C#N)C(c2ccc(OCc3ccccc3)cc2)CC(=O)N1 (stereo not given)	-2
O=C(CCn1cnc2ccccc2c1=O)Nc1ccccc1-c1ccc(=O)[nH]n1	-10
O=C(c1cc(-c2ccc3c(c2)OCO3)n[nH]1)N1CCC(S(=O)(=O)c2ccccc2)CC1	-7
CCc1ccc(N2C(=O)N(CC(=O)C(C)(C)C)c3ccccc3S2(=O)=O)cc1	-11
CCOc1ccc(-c2ccc(C)c(NC(=O)c3ccco3)c2)nn1	-13
O=C(NCC1(Sc2ccccc2)CCOCC1)c1ccccc1Br	-13

The list goes on.
SMILES	SSB-PriA inh
C[C@@H](CCc1ccccc1)Nc1ncc2c(=O)n(Cc3ccccc3)c(=O)[nH]c2n1	-7
COc1ccc(Cl)cc1NC(=O)CSc1nc2cn(C)nc2c(=O)n1CC(C)C	7
Cc1cc(S(=O)(=O)Nc2ccc3c(c2)N(C)C(=O)C(C)(C)CO3)ccc1F	0
COc1ncccc1C(=O)NCc1ccccc1-c1ccsc1	-14
COc1ccc(C(C)=NNC(=O)CNC(=O)c2cccnc2)c(OC)c1	2
Cc1ccc(OCC(O)CN2CCN(Cc3ccc(Cl)cc3)CC2)cc1 (stereo not given)	9
O=C(NCc1cc(-c2ccc(F)cc2F)on1)c1cc(-c2ccc(F)cc2)n[nH]1	-2
Cc1cccc(NN=Cc2ccc(C)s2)c1	4
COc1ccc(C)cc1S(=O)(=O)NCCc1csc(-c2ccc(C(F)(F)F)cc2)n1	4
COc1ccc(-c2ccc(=O)n(CCCC(=O)Nc3ccc(Cl)cc3)n2)cc1OC	-26

(further entries)
SMILES	SSB-PriA inh
CCOc1ccc(C(C)C)cc1S(=O)(=O)Nc1cccnc1	2
O=C(Nc1ccc(Br)cc1-c1nc2ccccc2[nH]c1=O)c1cccs1	0
COc1ccccc1NC(=O)Nc1cccc(-c2ccc(N3CCN(C)CC3)nn2)c1	-4
COc1ccc2nc(N3CCN(C(=O)C4CCCN(S(C)(=O)=O)C4)CC3)sc2c1 (stereo not given)	-10
O=C(NCc1ccc2c(c1)OCO2)c1cn(C[C@H](O)c2ccccc2F)nn1	-8
Cc1cc(C)cc(N(C)S(=O)(=O)c2ccsc2-c2nc(-c3cccnc3)no2)c1	-4
O=C(Cc1ccc([N+](=O)[O-])cc1)NCCOc1ccc(F)cc1	7
CCOC(=O)c1sc2ccccc2c1S(=O)(=O)NCc1ccco1	5
Cc1csc(NC(=O)CSc2nnc(NC(=O)Cc3ccccc3)s2)n1	-2
Cc1nc(SCc2ccccc2F)n[nH]1	-4

More records:
SMILES	SSB-PriA inh
Cn1nc(CN(Cc2ccco2)C(=O)c2cccn(C)c2=O)c2c1CCC2	-3
COC(=O)Nc1ccc(S(=O)(=O)Nc2ccccc2OC)cc1	-6
C=CCn1c(O)c(C(C)=NN2CCCCCC2)c(=O)[nH]c1=O	-4
COC(CNC(=O)C1CCN(S(C)(=O)=O)CC1)c1ccccc1Cl (stereo not given)	-14
O=C(NCCc1csc(-c2cccc(F)c2)n1)C(=O)Nc1ccccc1Cl	-1
Nc1ncnc(NCCCO)c1[N+](=O)[O-]	7
O=C(NCCc1nc2c(c(C(F)(F)F)n1)CCCC2)c1cc(-c2ccco2)on1	0
O=C(c1cccc2ccccc12)N(Cc1cccs1)C1CCOCC1	6
O=C(Nc1nc(-c2ccc(Cl)c(Cl)c2)cs1)C1=COCCO1	-9
CCCC(O)=C1C(=O)CCCC1=NCCc1c(C)[nH]c2ccccc12	9

Shown with each value named: entries from further up
CCOc1ccc(C(C)C)cc1S(=O)(=O)Nc1cccnc1
  SSB-PriA inh = 2
O=C(Nc1ccc(Br)cc1-c1nc2ccccc2[nH]c1=O)c1cccs1
  SSB-PriA inh = 0
COc1ccccc1NC(=O)Nc1cccc(-c2ccc(N3CCN(C)CC3)nn2)c1
  SSB-PriA inh = -4
COc1ccc2nc(N3CCN(C(=O)C4CCCN(S(C)(=O)=O)C4)CC3)sc2c1 (stereo not given)
  SSB-PriA inh = -10

Further results follow:
SMILES	SSB-PriA inh
Cn1nc2c(c1NC(=O)c1ccc3ncsc3c1)CCC2	-18&0
O=C(NCC1(c2cccs2)CCCC1)c1ccc2c(c1)OCO2	-9
O=C(COc1coc(CN2CCN(Cc3ccccc3)CC2)cc1=O)NCc1ccc2c(c1)OCO2	6
CCCCOC(=O)c1ccc(NC(=O)c2snnc2CC)cc1	-7
O=C(NC1CCCCC1)N1CC(c2nc(-c3ccc[nH]c3=O)no2)C1	-17
O=C(NCc1cncc(-c2cccs2)c1)c1c[nH]c2ccccc12	5
CCCN(CCC)S(=O)(=O)c1ccc(C(=O)Nc2ccccc2C(=O)Nc2ccc(C)cc2C(=O)c2ccccc2)cc1	2
CC(C)CNC(CC(=O)Nc1ccccc1C#N)C(=O)O (stereo not given)	13
COc1cccc(S(=O)(=O)N2CCN(c3ccc(Cl)c(Cl)c3)CC2)c1	-10
CC(C)(C)NC(=O)N1CCC(CNS(=O)(=O)c2cc3c4c(c2)CCN4C(=O)CC3)CC1	-21

Continued:
SMILES	SSB-PriA inh
COc1ccc(-c2cc(OCC(=O)Nc3ccc4c(c3)OCO4)c3ccccc3n2)cc1	8
O=C(NCc1ccc(C(O)c2cccs2)s1)c1ccc(OC(F)(F)F)cc1 (stereo not given)	-33
COc1ccc(CCS(=O)(=O)Nc2ccc3c(c2)N(C(=O)c2ccco2)CC3)cc1	3
O=C(NCC1COC2(CCCCC2)O1)c1cc(Cl)ccc1[N+](=O)[O-] (stereo not given)	6
COc1ccc(C(=O)NCc2nnc(SCc3ccc(F)cc3)n2-c2ccccc2Cl)cc1	-6&12
CCOC(=O)c1oc2c(c1C)C(=NO)CCC2	-7
Cc1ccc(S(=O)(=O)N2CCC(c3nc(-c4ccccc4Cl)no3)CC2)cc1	-13
CS(=O)(=O)N1CCCC(C(=O)Nc2sccc2-c2nc3ccccc3s2)C1 (stereo not given)	-11
O=C(NCCc1ccccc1)C(=O)NCC1CCN(Cc2ccco2)CC1	-20
Cc1cc(C)nc(-n2nc(C(C)(C)C)cc2OCC(=O)NC2CCCCC2)n1	7

(further entries)
SMILES	SSB-PriA inh
O=C(NC1CC1)c1ccc(CSCc2ccccc2F)o1	7
CC(=O)c1cccc(NC(=O)COc2ccc(Br)cc2C(C)(C)C)c1	-25
COc1ccc(C[C@](C)(O)CNC(=O)COc2ccccc2OC)cc1	-7
COC(=O)c1c(NC(=O)Cc2ccc(Cl)s2)sc2c1CCCCC2	-12
Cn1c(C(F)(F)F)nn(CCNC(=O)C2CC(=O)N(c3ccccc3)C2)c1=O (stereo not given)	-4
O=C(CN1CC(c2nc(-c3ccco3)no2)C1)NCc1ccccc1Cl	-17
O=C(CC1CCCC1)Nc1cnoc1	16
COc1ccc(CC(C)=NNC(=O)c2cn(C)c3ccccc23)cc1OC	-8
Cc1cc(OC2CCN(C(=O)Cn3c(=O)oc4ccccc43)CC2)cc(=O)o1	0
COc1nc2ccccc2nc1N1CCN(Cc2ccccc2)CC1	1

Other compounds.
SMILES	SSB-PriA inh
Cc1cc(S(=O)(=O)C(CNC(=O)Oc2ccccc2)c2ccco2)ccc1F (stereo not given)	13
NS(=O)(=O)c1ccc(NN=Cc2cn(-c3ccccc3)nc2-c2ccccc2)c([N+](=O)[O-])c1	-6
O=C(/C=C/c1ccco1)c1ccc(F)cc1	7
CCn1c(=NC(=O)c2ccnn2C)sc2cc3c(cc21)OCCO3	-4
COc1cc(C)c(C)cc1S(=O)(=O)Nc1ccc2c(c1)N(C(=O)c1ccccc1)CCC2	6
COc1ccc(CNC(=O)Nc2cc(N3CCCC3)ncn2)cc1OC	8
Cc1ccc(OCC(=O)NCC2CCN(C(C)C)CC2)cc1	-14&-7
O=C(Cc1c(F)cccc1Cl)N1CCN(c2cc(-n3cncn3)ncn2)CC1	-19
Cc1ccsc1C(O)CNC(=O)c1ccccc1S(=O)(=O)C(F)F (stereo not given)	2
Cc1cc(NC(=O)C(=O)c2c(C)[nH]c3ccccc23)n(-c2nc3c(cnn3-c3ccccc3)c(=O)[nH]2)n1	6

Next section, starting with the last two of the part before.
SMILES	SSB-PriA inh
Cc1ccsc1C(O)CNC(=O)c1ccccc1S(=O)(=O)C(F)F (stereo not given)	2
Cc1cc(NC(=O)C(=O)c2c(C)[nH]c3ccccc23)n(-c2nc3c(cnn3-c3ccccc3)c(=O)[nH]2)n1	6
O=C(Nc1cccc2c1C(=O)NC2=O)c1cc(Cl)ccc1[N+](=O)[O-]	2
CC(=O)c1ccc(NC(=O)Cn2cnc(C)cc2=O)cc1	3
COC(=O)c1ccc(NC(=O)C(=O)NCC2CCN(Cc3cccs3)CC2)cc1	-15
Cc1cc(C)n(-c2nc(N)cc(=O)[nH]2)n1	73*
O=C(NCc1ccccc1)C(=O)NCC(O)C1CCCCC1 (stereo not given)	-1
O=C(c1ccoc1)N1CCC(n2c(=O)[nH]c3ccccc3c2=O)CC1	-7
O=C(c1cccs1)N1N=C(c2ccc(Br)cc2)CC1c1nc2ccccc2[nH]1 (stereo not given)	-11&13
COc1cc(C=NN2CCN(c3ccc(Cl)cc3)CC2)cc(OC)c1OC(C)=O	7
COc1ccc(C)c2sc(N(Cc3cccnc3)C(=O)c3nc4ccccc4s3)nc12	-5
Cc1ccc2nc(-c3ccc(NC(=O)c4ccnn4C)cc3)sc2c1	8

Later entries
SMILES	SSB-PriA inh
Cc1ccc(N2CCC(CNC(=O)Cc3ccc(S(=O)(=O)C(C)C)cc3)CC2)nn1	-10
O=C(Cn1nc2n(c(=O)c1=O)CCN2c1ccc(F)cc1)N1CCc2ccccc21	-24
CC1(C)Cc2cccc(OCC(=O)N3CC(S(=O)(=O)c4ccc(F)cc4)C3)c2O1	6
Cc1cc([N+](=O)[O-])nn1CC(=O)NN=Cc1ccccc1O	6
CCOc1cc(C=NNC(=O)c2ccc3c(c2)OCCO3)cc(Br)c1O	4
COc1cc(C=NNC(=O)Cn2ccc(C(F)(F)F)n2)cc(OC)c1OC	-14
O=C(c1ccoc1)N1CCC(CNS(=O)(=O)c2ccccc2Br)CC1	-1
Cc1noc(C2CN(Cc3ccc(Br)cc3)C2)n1	-8
Cc1ccc2c(C)nc(NC(N)=NS(=O)(=O)c3ccccc3)nc2c1	16
Cc1ccc(Cl)cc1NC(=O)CSc1ncc(S(=O)(=O)c2cccs2)c(N)n1	-19

Remaining list, next part:
SMILES	SSB-PriA inh
O=C(COc1ccc(Cl)cc1)NCc1cccc(Oc2ccccn2)c1	-20
COCCCNC(=O)CCn1cnc2c([nH]c3ccc(C)cc32)c1=O	-13
COc1cc(OC)cc(C(=O)NNC(=O)c2ccc(=O)n(Cc3ccc(Cl)cc3)c2)c1	3
CCCCOc1ccc(C(=O)Nc2c3c(nn2C(C)(C)C)CSC3)cc1	-13
CC(=O)c1ccc(N2CCN(S(=O)(=O)CCCOc3ccc(F)cc3)CC2)cc1	3
Cc1cc(-c2nnc(NC(=O)c3cccs3)o2)n(C)n1	6
CN1C(=O)C(C)(C)COc2ccc(NS(=O)(=O)Cc3ccccc3F)cc21	-9
Cc1cc(C(=O)NCC2CCCN2c2ccccc2)no1 (stereo not given)	0
CCOC(=O)NCC#CCN1CCCCC1	-1
Cc1ccc(S(=O)(=O)NCCC(=O)N/N=C/c2c[nH]c3ccccc23)cc1	-1

The closing 6 compounds of the part before come first, to join the parts.
SMILES	SSB-PriA inh
CC(=O)c1ccc(N2CCN(S(=O)(=O)CCCOc3ccc(F)cc3)CC2)cc1	3
Cc1cc(-c2nnc(NC(=O)c3cccs3)o2)n(C)n1	6
CN1C(=O)C(C)(C)COc2ccc(NS(=O)(=O)Cc3ccccc3F)cc21	-9
Cc1cc(C(=O)NCC2CCCN2c2ccccc2)no1 (stereo not given)	0
CCOC(=O)NCC#CCN1CCCCC1	-1
Cc1ccc(S(=O)(=O)NCCC(=O)N/N=C/c2c[nH]c3ccccc23)cc1	-1
Cc1nc(C#N)c(NN=Cc2cccc(Cl)c2)o1	-6
COc1ccc(N2CCN(C(=O)Cc3csc(Nc4ccccc4)n3)CC2)cc1	-2
COCc1cc2nn(CC(=O)NCc3ccccc3Cl)c(=O)n2c(-c2ccccc2)n1	-12
NCC(O)c1cccc2ccccc12 (stereo not given)	-15
Brc1ccc(CSC2=NCCN2)cc1	29
COC(=O)NN=Cc1cc(Cl)cc(Cl)c1OCc1ccc(F)cc1	-10
Cc1cc(S(=O)(=O)NCCN2CCN(c3ccccc3)CC2)ccc1F	2
COc1ccc(SCCC(=O)Nc2nc3cc4c(cc3s2)OCCO4)cc1	1
COc1ccc(Br)c(C(=O)NCc2nc(C)no2)c1	0
NC(=O)CSc1cn(Cc2ccccc2Cl)c2ccccc12	-8

Following part:
SMILES	SSB-PriA inh
COc1cc(C=NNC(=O)COc2cc(C)cc(C)c2)ccc1OS(=O)(=O)c1ccc(C)cc1	13
O=C(NCc1nnc2ccc(-c3cccs3)nn12)c1cc(-c2ccco2)[nH]n1	4
Cc1ccc(SCC(=O)Nc2nc(-c3ccc(F)cc3)cs2)cc1	-30
CCOC(=O)c1cc2c(=O)n3ccccc3nc2n(CCOC)c1=N	-15
O=C(CSc1ncc(-c2cccc(Br)c2)o1)Nc1ccc(Br)cc1	-4
Cc1c(Cl)cccc1S(=O)(=O)NC1CC2C(=O)Nc3ccccc3N2C1 (stereo not given)	6
COC(=O)c1ccc(NC(=O)C(=O)NCC(c2cccn2C)N2CCCC2)cc1 (stereo not given)	-23
